High-throughput results (PubChem BioAssay)
NR2E3 ag-1: NR2E3 agonists in two-hybrid cells, primary screen, cell-based, luminescence, CHO-S, Gal4-NCOR/VP16-NR2E3 | Photoreceptor-specific nuclear receptor (Homo sapiens), Q9Y5X4 | luciferase | inhibition of corepressor binding, % at 3.98 µM | 360,000 tested, 0.35% active | AID 602229, 2012;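 active means inhibition above the mean of all tested compounds plus 3 SD, cut at about 70% in these data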;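 further: 0% = DMSO with NR2E3 transfected cells and 100% = cells lacking NR2E3 construct; higher means lower luciferase signal from less NR2E3 corepressor binding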
Target sequence (Q9Y5X4 whole entry, looked up, the tested form may be a part): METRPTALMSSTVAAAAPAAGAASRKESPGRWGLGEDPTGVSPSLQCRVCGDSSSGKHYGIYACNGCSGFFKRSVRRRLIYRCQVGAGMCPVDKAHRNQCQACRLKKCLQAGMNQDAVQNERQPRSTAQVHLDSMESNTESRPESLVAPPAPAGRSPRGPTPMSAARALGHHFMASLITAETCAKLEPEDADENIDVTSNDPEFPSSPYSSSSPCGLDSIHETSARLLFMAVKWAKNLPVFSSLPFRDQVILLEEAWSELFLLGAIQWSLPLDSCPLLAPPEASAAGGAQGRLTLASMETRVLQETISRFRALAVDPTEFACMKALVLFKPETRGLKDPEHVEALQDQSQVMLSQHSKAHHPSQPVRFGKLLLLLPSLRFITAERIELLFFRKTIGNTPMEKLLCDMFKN
Peg3 promoter: Peg3 promoter-driven luciferase inhibitors, primary screen, cell-based, HeLa, luciferase luminescence; inhibition, % at 20 µM; 360,000 tested, 1.7% active; HeLa PEG-Prom luciferase reporter, overnight;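 active means inhibition of at least 50% at 20 µM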
HIF-2a block: HIF-2a reporter inhibitors, primary screen, luminescence, 786-0 RCC cells. inhibition, % at 18.8 µM. 786-0 RCC cells HIF-2a reporter, luciferase luminescence, overnight. 360,000 tested, 0.72% active;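 active means inhibition of the luminescence signal of 40% or more relative to plate controls, in a single-dose primary screen at 18.75 µM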
CF NFkB block: inhibitors of PAF-induced NF-kB signaling, primary screen, cell-based, GFP fluorescence, uHTS. inhibition, % at 5 µM. KKLEB NF-kB-GFP reporter, GFP fluorescence overnight. 360,000 tested, 0.86% active. AID 588850, 2011;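 active means at least 50% inhibition at 5 µM, scaled per plate between neutral and stimulator controls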;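 further: PAF is a Pseudomonas aeruginosa culture filtrate used as stimulus; plate controls were PAF-stimulated DMSO wells for no effect and unstimulated DMSO wells for full effect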
Shn3 inh set2: reduction of Shn3 3'UTR firefly luciferase signal, primary screen, Schnurri-3 inhibitor project, cell-based, Clone20 osteoblasts, set 2; Clone20 osteoblast Shn3 3'UTR firefly luciferase, 24 h; inhibition, % at 12.5 µM; 360,000 tested, 0.52% active; AID 588674, 2011;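 active means mean inhibition of at least 75% with every replicate also reaching 75%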;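 further: 0% = median of neutral control wells and 100% = pilot-screen positive control compound; some compounds past the cut are filed as inactive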
C8 TRAIL sens: viability loss with TRAIL in NB7+C8 cells, primary screen, TRAIL sensitizer project, cell-based, ATPlite luminescence; inhibition (viability loss, TRAIL sensitization), % at 10 µM; 360,000 tested, 1% active;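 active means compounds causing at least 50% loss of cell viability in the single-dose screen, relative to plate controls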
KKLEB tox: cytotoxicity in KKLEB CF airway cells, primary screen, cytotoxicity control for CF NF-kB inhibitor project, cell-based, uHTS, fluorescence assay plates; KKLEB CF airway cells viability, ATPlite luminescence, overnight; active compounds read low; cells stimulated with P. aeruginosa culture filtrate; activity change (cytotoxicity), % at 5 µM; 360,000 tested, 0.36% active;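 active means corrected activity change at or below -50% at 5 µM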
TRPM1 prom inh: inhibitors of MITF-dependent TRPM1 promoter reporter, primary screen, cell-based, SK-MEL-5, single point, luciferase; 330,000 tested, 0.83% active; AID 488899, 2010; inhibition, % at 12.5 µM; SK-MEL-5 TRPM1 promoter luciferase, 24 h;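 active means mean inhibition across replicates of 60% or more, whatever share of single replicates reaches that level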; further: values of inactives mirror those of a sister screen read the other way
iPSC survival up: enhancers of single-cell hiPSC survival, primary screen, ATPlite luminescence. 100% = ROCK inhibitor wells, 0% = DMSO. survival enhancement, % at 20 µM. 360,000 tested, 0.044% active. AID 602274, 2012; in the data active means survival enhancement above about 18%;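 further: cells exposed to compounds for 16 hours before the ATP read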
EBV LMP1 NFkB: EBV LMP1-driven NF-kappaB luciferase reporter inhibitors, primary screen, cell-based, luminescence, single point; LMP1-induced NF-kappaB luciferase reporter cells; inhibition, % at 12.5 µM; 350,000 tested, 0.69% active; in the data active means inhibition above about 41%;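 further: 0% = neutral control wells and 100% = reference inhibitor control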
NR2E3 ag-2: inhibitors of NR2E3-RetCOR corepressor binding, primary screen, NR2E3 agonist project, biochemical, TR-FRET, GST-NR2E3, biotin-RetCOR; 320,000 tested, 0.12% active; Photoreceptor-specific nuclear receptor (Homo sapiens), Q9Y5X4; 1536-well; inhibition of corepressor binding, % at 4.78 µM; AID 2300, 2010;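 active means percent inhibition above the cutoff of mean plus 3 SD of all tested compounds, set per screening campaign, cut at about 20% in these data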;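 further: 0% = DMSO wells and 100% = biotin wells as full block of FRET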
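Material – GST-tagged NR2E3 plus biotinylated RetCOR corepressor · Quantity – NR2E3 fusion 1.35 nM · Times – 5 h incubation at 4 °C · Medium – pH 7.5 Tris-based buffer · Technique – TR-FRET, Eu(K)-anti-GST donor, streptavidin-D2 acceptor, ex 340, em 617/671 nm · Benchmarks – high control biotin, low control 0.6% DMSO · Format – 1536-well plates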
* = called active by the depositor; . = no result given. Only part of the results is shown (hit frequency here may not be typical).

Field names: A = NR2E3 ag-1; B = Peg3 promoter; C = HIF-2a block; D = CF NFkB block; E = Shn3 inh set2; F = C8 TRAIL sens; G = KKLEB tox; H = TRPM1 prom inh; I = iPSC survival up; J = EBV LMP1 NFkB; K = NR2E3 ag-2
O=[N+]([O-])c1cc(F)c(N2CCOCC2)cc1N1CCCCC1
  A: -4	B: 14	C: 14	D: 2	E: 16	F: -18	G: -3	H: 3	I: -0.2	J: -5	K: 5
Cc1cc(C)c(C#N)c(SCC(O)COc2ccc(Br)cc2)n1 (configuration not stated)
  A: 2	B: -15	C: -16	D: 19	E: 12	F: 0	G: -2	H: -20	I: -0.4	J: 11	K: 1
O=C1CN2CCC1C/C2=C\c1ccnc2c(Cl)cccc12 (configuration not stated)
  A: -11	B: 11	C: 14	D: 10	E: 0	F: 3	G: -18	H: -10	I: 0.2	J: 8	K: -3
NC(CSCc1cccc(Br)c1)C(=O)O (configuration not stated)
  A: 22	B: -3	C: 8	D: 11	E: -8	F: 1	G: -1	H: 0	I: -2.4	J: 7	K: 3
Cn1c(N/N=C2\CCCc3ccccc32)nc2c1c(=O)n(Cc1ccc(F)cc1)c(=O)n2C
  A: 6	B: -58	C: 1	D: 14	E: 34	F: 26	G: -14	H: -8	I: -1.3	J: 6	K: .
Nc1nc(NCCO)nc(NCC2CCCO2)c1[N+](=O)[O-] (configuration not stated)
  A: 20	B: 17	C: 6	D: 18	E: 2	F: 5	G: 4	H: -8	I: 3.1	J: -4	K: 2
COc1ccc(OC2C(=O)N(Cc3ccc(F)cc3)C2c2ccc(OC)c(OC)c2)cc1 (configuration not stated)
  A: -5	B: 17	C: 17	D: -2	E: 3	F: -4	G: -3	H: 6	I: -0.3	J: -3	K: -3
CSC1=NC(C(Cl)(Cl)Cl)N=C(c2ccc(C)cc2)N1 (configuration not stated)
  A: 2	B: 8	C: 9	D: 44	E: -7	F: 5	G: -8	H: -4	I: -0.5	J: 10	K: -1
CCn1c(C)nc2cc(C(=O)N/N=C(\C)c3ccc(N4CCOCC4)cc3)ccc21
  A: -28	B: 14	C: -26	D: -7	E: 0	F: -1	G: 12	H: -8	I: -0.1	J: 1	K: 2
N/C(=N\OC(=O)c1ccco1)c1ccc(Cl)cc1
  A: -52	B: -250	C: -224	D: -11	E: -62	F: -6	G: 2	H: -56	I: 1.9	J: -41	K: 2
O=C(Cn1cc([N+](=O)[O-])cn1)NCc1ccccc1
  A: 10	B: -3	C: 11	D: -6	E: 16	F: -11	G: 9	H: 4	I: 0.8	J: -6	K: 6
CCOC(=O)N1CCC(N(CCN(C)C)C(=S)Nc2cc(Cl)ccc2C)CC1
  A: -21	B: 23	C: 15	D: 8	E: 17	F: -14	G: 4	H: 3	I: 0.4	J: 1	K: -3
CC(Oc1ccc2c(-c3ccccc3)cc(=O)oc2c1)C(=O)NCc1ccccn1 (configuration not stated)
  A: 2	B: 20	C: -4	D: 8	E: 9	F: -5	G: 1	H: -13	I: -3.0	J: 2	K: -1
COc1ccc(CC(=O)Nc2ccc(-c3nnc(-c4ccccc4)o3)cc2)cc1OC
  A: -20	B: -61	C: -20	D: -13	E: 5	F: -3	G: -1	H: -20	I: -1.9	J: -10	K: 3
Cc1ccc(C)c(N(C)S(=O)(=O)c2ccc3[nH]cc(C(=O)NCCN4CCOCC4)c(=O)c3c2)c1
  A: 7	B: 19	C: 20	D: 9	E: -32	F: 8	G: -2	H: -8	I: 4.0	J: 6	K: 1
COc1cccc(C(=O)NCCCNC(=O)c2cccc(OC)c2)c1
  A: -29	B: 1	C: 20	D: 7	E: 9	F: -11	G: -2	H: 17	I: 2.1	J: 2	K: 1
CCc1cccc(C)c1NC(=O)COC(=O)Cn1c(C)csc1=O
  A: 6	B: 12	C: 9	D: 3	E: -2	F: -15	G: 2	H: -10	I: 0.4	J: 13	K: 3
O=S(=O)(Nc1ccc2c(c1)oc1ccccc12)N1CCCC1
  A: -57	B: -98	C: -116	D: -7	E: -11	F: 16	G: -7	H: -12	I: -1.1	J: -3	K: -4
C/C(N)=C(/C#N)C(=O)COC(=O)c1cc(-c2ccc(C)cc2)nc2ccccc12
  A: -9	B: -11	C: -38	D: -11	E: -50	F: 3	G: -8	H: -11	I: 1.0	J: -3	K: -3
COC(=O)Nc1ccc(S(=O)(=O)Nc2cc(C(F)(F)F)c[nH]c2=O)cc1
  A: -31	B: 4	C: 5	D: 5	E: -8	F: -4	G: 15	H: 3	I: 0.4	J: -4	K: -1
COc1ccccc1-c1noc(CCC(=O)Nc2ccccc2Cl)n1
  A: -27	B: 6	C: -19	D: 3	E: -14	F: 3	G: 4	H: -1	I: -1.0	J: 10	K: -1
COC(=O)Cn1ncn2cccc2c1=O
  A: -8	B: -4	C: -1	D: 32	E: -7	F: -1	G: -17	H: -1	I: 4.2	J: 0	K: 1
O=S(=O)(Cc1ccccc1)N1CCCCC1
  A: -19	B: -25	C: -32	D: 23	E: -4	F: 4	G: 2	H: -5	I: -1.3	J: -2	K: 1
COc1ccc2c(c1)OC[C@H]1[C@H]2N2C(=O)c3cc(Cl)ccc3NC(=O)[C@@]2(C)[C@H]1c1ccccc1
  A: -38	B: 1	C: 28	D: 13	E: 30	F: -1	G: -10	H: 28	I: 1.2	J: 8	K: 3
COc1ccc(CN2C(=O)c3ccccc3C(/C=N\OCc3ccc(F)cc3)C2=O)cc1 (configuration not stated)
  A: -43	B: 4	C: 14	D: 10	E: 9	F: -9	G: -7	H: -9	I: 2.6	J: 14	K: 1
Nc1ccccc1CNc1nc(NCCO)nc2c1ncn2CCN1CCOCC1
  A: -7	B: -6	C: -21	D: 2	E: -26	F: -5	G: -13	H: -1	I: -1.9	J: -6	K: -3
CCOC(=O)N1CCN(C(=O)c2ccc3ccccc3c2)CC1
  A: -1	B: 7	C: 9	D: -1	E: 12	F: -3	G: -10	H: 1	I: -0.1	J: -2	K: 2
O=C(Nc1ccc(Cl)cn1)c1ccc(-c2ccc(Cl)c(Cl)c2)o1
  A: -9	B: -11	C: 3	D: -22	E: -25	F: 8	G: 2	H: -3	I: 1.5	J: 1	K: 3
COc1ccccc1NC(=O)CSc1nnc(Cn2cnc3ccccc32)o1
  A: -27	B: 8	C: 11	D: -5	E: 0	F: -1	G: -10	H: 4	I: -0.5	J: -3	K: 5
O=C(CSc1ccc(-c2cccnc2)nn1)N1CCCCCC1
  A: 6	B: 6	C: 2	D: 2	E: -3	F: -16	G: -4	H: 11	I: -0.6	J: -4	K: 2

Brought forward from above: 2 entries, then new ones.
Field names: A = NR2E3 ag-1; B = Peg3 promoter; C = HIF-2a block; D = CF NFkB block; E = Shn3 inh set2; F = C8 TRAIL sens; G = KKLEB tox; H = TRPM1 prom inh; I = iPSC survival up; J = EBV LMP1 NFkB; K = NR2E3 ag-2
COc1ccccc1NC(=O)CSc1nnc(Cn2cnc3ccccc32)o1
  A: -27	B: 8	C: 11	D: -5	E: 0	F: -1	G: -10	H: 4	I: -0.5	J: -3	K: 5
O=C(CSc1ccc(-c2cccnc2)nn1)N1CCCCCC1
  A: 6	B: 6	C: 2	D: 2	E: -3	F: -16	G: -4	H: 11	I: -0.6	J: -4	K: 2
O=C(Nc1nc2cc3c(cc2s1)OCO3)C1CC1
  A: -80	B: -227	C: -210	D: -9	E: 37	F: -2	G: 7	H: -55	I: -0.6	J: -1	K: 1
O=C(CC1SCCNC1=O)Nc1cc(Cl)cc(Cl)c1 (configuration not stated)
  A: -13	B: -3	C: -6	D: -9	E: 12	F: 2	G: 13	H: -4	I: 4.6	J: -2	K: 1
O=C(NNC(=O)c1cc(Br)ccc1Cl)c1csc(N2CCOCC2)n1
  A: -6	B: -2	C: 11	D: 12	E: -17	F: 13	G: -12	H: 14	I: -0.4	J: 3	K: -2
COc1cc(/C=N/NC(=O)c2nnn(-c3nonc3N)c2-c2cccs2)ccc1O
  A: 5	B: -1	C: -9	D: -4	E: -14	F: -24	G: 5	H: 1	I: -0.5	J: -3	K: -1
CCOC(=O)/C(C#N)=C1/C(=O)N(Cc2ccccc2)c2ccccc21
  A: -1	B: 16	C: 14	D: -27	E: 1	F: 2	G: 5	H: 4	I: -5.2	J: -14	K: .
CSc1nsc(/C=C/Nc2ccc(C)c(C)c2)c1C#N
  A: -1	B: -104	C: -155	D: -12	E: -28	F: -10	G: -2	H: -7	I: 0.8	J: -4	K: 6
CCOC(=O)c1[nH]cnc1C(=O)NC1CCCCC1
  A: 2	B: 10	C: 5	D: 20	E: 13	F: -7	G: -12	H: 1	I: 1.7	J: -2	K: 2
O=C(Cc1nc(=O)c2ccccc2s1)Nc1ccccc1
  A: -116	B: -189	C: -232	D: -12	E: -33	F: 20	G: -3	H: -63	I: -3.3	J: -59	K: 2
CC1=C(C(=O)Nc2cc(C)ccn2)C(c2cnn(C)c2)C2=C(CC(c3ccccc3)CC2=O)N1 (configuration not stated)
  A: 6	B: 7	C: 21	D: -14	E: -24	F: 1	G: 5	H: -5	I: 0.2	J: -4	K: 2
COCCn1c(SCC(=O)NC2CCCCC2C)nc2ccccc2c1=O (configuration not stated)
  A: -34	B: 6	C: 10	D: -5	E: -2	F: -20	G: 7	H: 0	I: -0.2	J: 2	K: 1
Cc1onc(-c2c(F)cccc2Cl)c1C(=O)Nc1cccc(S(=O)(=O)NC2=NCCC2)c1
  A: 2	B: 24	C: 16	D: 11	E: -11	F: 2	G: -6	H: 10	I: 0.7	J: 1	K: -5
